High-throughput results deposited in PubChem BioAssay by National Center for Advancing Translational Sciences (NCATS).
Rab9 promoter act – Rab9 promoter activation; Huh7 Rab9 promoter-luciferase reporter, luminescence, 24 h; Potency, µM (titrated, usually from 9.22 µM), for the others: top-dose activation, negative = inhibition, most hits filed as activators; 2.8% of 320,000 active; AID 485297; note: potency is the fitted concentration of half-maximal effect; % of control where 0% means no effect; nearly all actives have a fitted effect of over 60% in size
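Stable Rab9-luc Huh7, 1500 cells/well, 2 h settle; cmpd in DMSO, 24 h, 37 °C/5% CO2; luciferase reagent 10 min RT; luminescence.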
RORgamma inh – blocks mouse ROR gamma transcriptional activity; Potency, µM (highest dose often 53.6 µM), for the others: at the top dose activity change, negative = inhibition, usual class: inhibitors; Drosophila S2 Gal4-RORgamma UAS-luciferase reporter, 20 h; 5.4% of 310,000 active; P51450; AID 2551; note: potency is the fitted concentration of half-maximal effect; % is set by controls: 0 for no effect and ±100 for the full control effect; nearly all actives have a fitted effect of over 60% in size
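ROR gamma transcriptional activity was tracked as Gal4-UAS luciferase output in stably transfected Drosophila Schneider cells, with compound added 1 hr before 700 uM copper sulfate induction and a 20 hr ambient-temperature incubation.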
PKM2 act – PKM2 (human) enzyme activation | P14618 | purified PKM2, Kinase-Glo ATP luminescence, activation; response scale: 0% is enzyme alone, no compound | Potency, µM (highest dose often 57.5 µM), inactives show at the top dose activation, hits mostly activators | 0.34% of 260,000 active | AID 1631; note: potency is the fitted concentration of half-maximal effect; % is set by controls: 0 for no effect and ±100 for the full control effect; nearly all actives have a fitted effect of over 55% in size
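Purified hPK-M2 (>95% pure) converted ADP (0.1 mM final) to ATP with 0.5 mM PEP in 50 mM imidazole pH7.2, KCl, MgCl2, Tween 20, BSA; 1 h at room temperature. ATP detected by Kinase-Glo luminescence.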
FLuc modulator – firefly luciferase modulation, counter-screen for miR-21 project; P08659; purified FLuc, Km substrates, luminescence inhibition; Potency, µM (top dose mostly 57.5 µM), for the others: at the highest dose activity change, negative = inhibition, actives largely listed as inhibitors; 6.9% of 360,000 active;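 note: potency is the fitted concentration of half-maximal effect; plate controls were vehicle for no effect and reference inhibitor for full effect; nearly all actives have a fitted effect of over 55% in size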
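Biochemical qHTS of compounds, final roughly 60 µM downward over six points, against 10 nM purified firefly luciferase using Km concentrations of substrates (10 uM D-luciferin, 10 uM ATP) in Tris acetate pH 7.5 buffer; luminescence output.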
Mito fusion yeast – blocks mitochondrial division or promotes mitochondrial fusion; S. cerevisiae fusion-defective mutant growth rescue, CellTiterGlo 48 h; 0.23% of 320,000 active; Potency, µM (series often up to 46.1 µM), inactives show top-dose growth rescue (activation), usual class: activators; AID 485298;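 note: potency is the fitted concentration of half-maximal effect; % of control where 0% means no effect; nearly all actives have a fitted effect of over 45% in size; temperature-sensitive fusion mutants such as fzo1-1 at 37 °C on non-fermentable ethanol glycerol medium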
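Yeast fusion mutant, YPEG (non-fermentable carbon), compound, 48 h at 37C non-permissive; CellTiterGlo added, 10 min RT, luminescence read. Rescued growth = division inhibition.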
MBNL1 CUG block – MBNL1-poly(CUG) RNA binding inhibition. TR-FRET MBNL1-His/biotin-(CUG)12 binding, 665/545 ratio. AID 2675. Q9NR56. 0.036% of 280,000 active. Potency, µM (titrated, usually from 57.5 µM), inactives show at the top dose activity change, negative = inhibition, usual class: inhibitors; active = well fitted inhibition curve with a large enough effect in the signal ratio, with a control signal flat, not every such curve was filed as active; inconclusive = small, poorly fitted or top-dose-only effect, or effect the other way, or a change in a side signal; inactive = no such curve, though single readings can be large or run the other way; the % refers to the signal ratio; note: potency is the fitted concentration of half-maximal effect; % is set by controls: 0 for no effect and ±100 for the full control effect
Target sequence (Q9NR56 whole entry, looked up): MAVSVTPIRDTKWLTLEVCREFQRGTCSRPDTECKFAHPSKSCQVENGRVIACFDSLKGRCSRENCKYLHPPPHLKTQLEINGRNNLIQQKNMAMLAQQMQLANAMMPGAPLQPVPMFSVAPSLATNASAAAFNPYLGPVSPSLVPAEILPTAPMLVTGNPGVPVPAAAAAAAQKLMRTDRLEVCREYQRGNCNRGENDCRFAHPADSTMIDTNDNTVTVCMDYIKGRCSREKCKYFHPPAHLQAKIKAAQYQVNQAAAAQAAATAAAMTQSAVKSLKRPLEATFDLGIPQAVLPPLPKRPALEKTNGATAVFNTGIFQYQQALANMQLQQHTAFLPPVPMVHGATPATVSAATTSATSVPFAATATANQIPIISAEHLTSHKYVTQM
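TR-FRET readout: Ex 340 nm, 665/545 nm emission ratio, normalized to buffer-only (basal) and MBNL1-(CUG)12 controls. Complex of MBNL1-His with Biotin-(CUG)12, compounds 92 nM–58 uM, incubated 60 min at room temperature.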
NPC1 prom act – activators of NPC1 promoter. Huh7 NPC1 promoter luciferase reporter, 24 h. Potency, µM (titrated, usually from 9.22 µM), inactives show at the highest dose activation, actives largely listed as activators. 2.4% of 320,000 active. AID 485313;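 note: potency is the fitted concentration of half-maximal effect; % of control where 0% means no effect; nearly all actives have a fitted effect of over 60% in size; reporter is driven by a mutant NPC1 promoter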
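Stably transfected Huh7 (NPC1 promoter→luciferase), 1500 cells/well in Opti-MEM + 10% FBS, 2 h settle, then compound 24 h at 37 °C. Luminescence after 10 min with Amplite reagent.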
ELG1 DNA repair – inhibitors of ELG1-dependent DNA repair in HEK293T cells; HEK293T ELG1-luciferase reporter, luminescence, 16 h; DNA damage induced by 5-fluorouridine; Potency, µM (highest dose often 46.1 µM), inactives show top-dose activity change, negative = inhibition, usual class: inhibitors; 2.3% of 330,000 active; AID 504467; note: potency is the fitted concentration of half-maximal effect; % is set by controls: 0 for no effect and ±100 for the full control effect; nearly all actives have a fitted effect of over 55% in size
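HEK293T cells expressing luciferase-tagged ELG1 (2,000/well) received 5-Fluorouridine plus compound or DMSO for 16 hr at 37 °C. Luciferase was read by ONE-Glo luminescence after 30 min at room temperature.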
Menin-MLL TR inh – menin-MLL binding inhibition, Texas Red mutant peptide. O00255. Menin + Texas Red MLL mutant peptide, fluorescence polarization. Potency, µM (highest dose often 61.6 µM), for the others: at the highest dose FP activity change, negative = inhibition, usual class: inhibitors. 0.23% of 270,000 active; active = well fitted inhibition curve with a large enough effect in the polarisation, with a control signal flat, not every such curve was filed as active; inconclusive = small, poorly fitted or top-dose-only effect, or effect the other way, or a change in a side signal; inactive = no such curve, though single readings can be large or run the other way; the % refers to the polarisation; note: potency is the fitted concentration of half-maximal effect; % of control where 0% means no effect; many of its hits are not listed in these tables
Target sequence (O00255 whole entry, looked up): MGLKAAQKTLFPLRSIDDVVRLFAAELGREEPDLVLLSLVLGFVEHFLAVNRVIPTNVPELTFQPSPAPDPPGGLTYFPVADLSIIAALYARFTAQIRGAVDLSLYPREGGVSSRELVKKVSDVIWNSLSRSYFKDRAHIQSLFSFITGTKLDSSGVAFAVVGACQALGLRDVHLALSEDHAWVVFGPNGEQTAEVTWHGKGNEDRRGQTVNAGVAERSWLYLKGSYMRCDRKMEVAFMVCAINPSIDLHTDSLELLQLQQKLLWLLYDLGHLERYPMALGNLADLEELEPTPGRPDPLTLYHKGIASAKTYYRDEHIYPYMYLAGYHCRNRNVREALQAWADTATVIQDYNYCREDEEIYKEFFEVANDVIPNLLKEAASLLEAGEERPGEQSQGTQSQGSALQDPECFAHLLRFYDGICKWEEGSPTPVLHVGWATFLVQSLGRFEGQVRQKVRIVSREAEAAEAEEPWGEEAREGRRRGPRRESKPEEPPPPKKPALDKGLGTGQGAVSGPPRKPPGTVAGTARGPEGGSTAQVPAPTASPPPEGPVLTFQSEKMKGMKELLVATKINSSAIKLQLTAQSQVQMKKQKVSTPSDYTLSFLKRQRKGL
KCNH2 3.1 block – KCNH2 3.1 (human) potassium channel inhibition; U2OS KCNH2 3.1, thallium flux FluxOr; stronger effect = lower value; activity change, % (tested at about 1.8 µM); 0.95% of 340,000 active;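 active = maximum activity change below -70%; inconclusive = maximum activity change from -70% to -50%; inactive = maximum activity change above -50%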;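 note: thallium influx rate constant from kinetic fluorescence after stimulation buffer; % is set by controls: 0 for no effect and ±100 for the full control effect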
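Virally transduced U2OS (3.1 isoform, 4 h infection in dark at RT) → overnight 37 C → FluxOr + Red40 in HBSS/HEPES, 45 min → stimulation buffer, 2 min kinetic read → rate constant vs DMSO controls.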
VP16 counter – Gal4-VP16 reporter inhibition counter-screen | Drosophila S2 Gal4-VP16 UAS-luciferase, luminescence, 20 h | Potency, µM (titrated, usually from 53.6 µM), without a hit: at the highest dose activity, negative = inhibition, hits mostly inhibitors | 3.5% of 310,000 active;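 note: Gal4-VP16 expression switched on by copper sulfate through the metallothionein promoter; potency is the fitted concentration of half-maximal effect; % is set by controls: 0 for no effect and ±100 for the full control effect; nearly all actives have a fitted effect of over 50% in size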
Active calls of the source: *; ? = inconclusive; · = not tested or not shown; & = joins results of further samples; [ ] = remark or other dose. Unless noted, calls come from the whole dose curve; as a rule, active = well fitted curve in the direction sought with a large enough effect; inconclusive = small, poorly fitted or top-dose-only effect, or another doubt; inactive = no such curve, though single readings can be large; an effect the other way counts as inactive or inconclusive. These rows are one share of the data. The share of hits here may be higher or lower than overall.

Structure	ELG1 DNA repair	KCNH2 3.1 block	VP16 counter	Rab9 promoter act	RORgamma inh	FLuc modulator	Menin-MLL TR inh	MBNL1 CUG block	Mito fusion yeast	PKM2 act	NPC1 prom act
O=C(OCCN1CCOCC1)C1(c2ccccc2)CCCC1	6%	0	4%	2%	1%	-4%	-3%	-12%	1%	-8%	-2%
C#CCN1C(=O)C2(C(C#N)=C(N)OC(C)=C2C(=O)OCc2ccccc2)c2ccccc21 (stereo not given)	?	7	?	-4%	-73%	6%	15%	-5%	-2%	4%	1%
O=C(Oc1ccc(Cl)c2cccnc12)N1CCCCCC1	?	9	11%	0%	?	?	?	?	3%	-12%	5%
O=C(CCN1CCCCC1)NCC(=O)Nc1ccc(Br)cc1C(=O)c1ccccc1	0%	?	0%	-7%	?	-4%	?	-13%	-2%	-6%	2%
Cc1cccc(N2C(=O)NC(=O)/C(=C\c3ccc(N4CCOCC4)cc3)C2=O)c1	-16%	-1	-9%	1%	0%	?	·	4%	0%	13%	-5%
O=C(NC(=S)N1C[C@H]2C[C@H](C1)c1cccc(=O)n1C2)c1ccc(F)cc1	2%	1	-24%	-3%	11µM*	-1%	2%	-4%	1%	2%	2%
Cc1c(C)n(O)c2ccc3nonc3c12	?	5	-7%	-5%	15%	-5%	·	18%	-1%	0%	2%
COCCn1cc(C(=O)N2CCC3(CC2)OCCO3)c2c3ccccc3n(C)c2c1=O	?	0	-2%	7%	-6%	0%	2%	5%	-1%	-30%	-2%
COc1ccccc1OCC(=O)N1CCCC(N(C)Cc2ccccc2)C1 (stereo not given)	7%	-2	-12%	-11%	5%	1%	·	-3%	-18%	·	2%
CN(C)C(=O)On1c(-c2ccccc2)nc2ccc(Cl)cc21	13%	-2	?	23%	18%	-19%	-2%	6%	0%	3%	15%
Cc1cc(C(=O)Nc2ccc(CC(=O)O)cc2)c(C)o1	22%	12	?	3%	11µM*	11µM*	2%	-2%	-3%	-9%	-8%
Cc1nc2ccccc2c(=O)n1-c1ccncc1	11%	5	9%	20%	0%	-1%	·	-1%	1%	0%	0%
Cc1ccc(C(=O)C2(C)N(O)C(C)C(c3cccs3)=[N+]2[O-])cc1 (stereo not given)	9%	0	3%	-6%	12%	-1%	3%	9%	-5%	-16%	0%
O=C(Cn1ncc2c3ccccc3n(Cc3ccc(F)cc3)c2c1=O)N1CCC2(CC1)OCCO2	21µM*	19	-5%	7%	?	-1%	-6%	8%	15%	0%	-3%
Cn1cccc1/C=C1\C(=O)NC(=O)N(Cc2ccccc2Cl)C1=O	?	·	25%	-4%	-21%	-6%	?	-5%	-5%	-3%	-6%
CN1CCN(C(=O)O[C@H]2c3nccnc3C(=O)N2c2ccc(Cl)cn2)CC1	-3%	27	0%&8%	0%	12%&-4%	0%	18%&8%	30%	4%	·	-2%
Cc1ccc2c(c1)c(=O)c1c3n2CCN(CC#N)C3CC1 (stereo not given)	-7%	0	2%	-6%	-4%	-3%	14%	-4%	2%	2%	-2%
Cc1c(C(c2ccc(Cl)cc2Cl)c2c(O)c3ccccc3oc2=O)c(=O)n(-c2ccccc2)n1C (stereo not given)	?	-6	-10%[10 µM]	-9%	33%	?	25%	-7%	25%	8%	-1%
COC(=O)C1=C(c2ccc(Cl)c(C(F)(F)F)c2)C[C@@H]2CC[C@H]1N2C(=O)N1CCCC1	-1%	12	·	-5%	·	4%	·	·	17%	·	-3%
CC(=O)c1c(O)n(C)c(=S)n(-c2ccccc2)c1=O	18%	2	0%	-8%	-13%	-2%	39%[activator]	-1%	0%	-10%	2%
CCCCn1c(C)c(C(=O)O)c2cc(OC)ccc21	1%	-9	-10%	-3%	10%	0%	5%	-9%	-2%	-3%	0%
Cc1ccc(N2C(=O)NC(=O)/C(=C\c3cn(CC(=O)O)c4ccccc34)C2=O)cc1	1%	16	3%	0%	-11%	?	57%[activator]	-1%	1%	0%	4%
COc1ccc(CN2C(=O)NC(=O)/C(=C/c3ccoc3)C2=O)cc1	-7%	14	-1%	-2%	-21%	?	·	-14%	-2%	29%	-8%
Fc1cccc(C2NCCc3[nH]cnc32)c1 (stereo not given)	14%	-2	-2%	1%	-24%	5%	-3%	?	-1%	-11%	1%
CCN(CC)C(=O)c1ccc(NC(=O)c2cccc(C(F)(F)F)c2)cc1	-4%	3	-16%	-1%	34%	-12%	-9%	1%	-1%	-1%	-3%
Cc1cc(C=O)c(C)n1C1CCCCC1	22%	1	-7%	0%	21%	-6%	-11%	1%	1%	-9%	0%
N#CC1=C(N)Oc2c(c(=O)oc3ccccc23)C1c1ccccc1OC(=O)c1cccs1 (stereo not given)	-30%	6	-20%	-8%	-26%	2%	-2%	30%[activator]	-3%	-7%	-2%
COc1ccccc1CN1CCN(C(=O)Cc2ccccc2)CC1	4%	19	-7%	3%	0%	-3%	-5%	-3%	2%	-1%	-3%
CCCCC12CNCC(C)(CNC1)C2=O	22%	0	-11%	1%	-2%	0%	4%	-4%	-4%	0%	-3%
COC(=O)C1=C(c2ccc3ccccc3c2)C[C@@H]2CC[C@H]1N2C(=O)NC1CCCCC1	-8%	4	·	0%	·	-1%	·	·	14%	·	-1%
CN1CCN(c2ccc([N+](=O)[O-])c3cccnc23)CC1	0%	-7	-14%	-20%	-14%	0%	22%	?	-4%	-3%	-3%
CCOP(=O)(C#CC(C)(C)C)C(C)(O)c1ccccc1 (stereo not given)	9%	·	-11%	-1%	2%	11%	3%	-5%	-1%	2%	2%
O=C1NC(=S)NC(=O)C1=Cc1ccc2c(c1)CCN2CCCCl	-15%	27	4%	-2%	11%	?	·	?	2%	30%	1%
OC(c1cccc(Cl)c1)(c1cccc(Cl)c1)C1CN2CCC1CC2 (stereo not given)	?	-86*	11µM*	-18%	6.3µM*	-1%	-8%	-14%	-10%	-6%	3%
O=C(Nc1ccccc1Cl)Oc1ccc(Cl)cc1Cl	0%	14	1%	-3%[1.84 µM]	6%	?	?	-12%	2%	-6%	-5%
COc1ccc(C(C)=O)cc1CN1CC=C(c2ccccc2)CC1	1%	-4	2%	1%	-30%	1%	-9%	2%	-1%	-3%	-5%
N#CCCn1cc(C(=O)Nc2ccccc2Br)c(-c2ccc3c(c2)OCCO3)n1	-26%	5	3%	1%	-8%	5%	11%	?	11%	4%	-4%
CC(C)C1(C)N=C(c2nc3ccccc3cc2C(=O)O)NC1=O (stereo not given)	?	2	12%	-6%	-4%	-2%	17%	2%	3%	3%	-4%
CN(C)N=O	12%	0	-1%	-7%	-15%	6%	·	·	-1%	·	-2%
Cc1ccc(-n2cc(CNC(C)Cc3cnccn3)c(-c3cccc(C)c3)n2)cc1 (stereo not given)	?	-14	-7%	13%	-7%	?	?	7%	-5%	-4%	0%
COc1ccc(CC(=O)Nc2cc(Cl)ccc2C(=O)O)cc1	6%	-1	2%	13%	17%	?	?	-16%	1%	0%	-3%
O=[N+]([O-])c1ccc(C2C3C(c4ccccc4)=NC4(CCCC4)N32)cc1 (stereo not given)	-17%	-39	?	-4%	4%	5%	1%	10%	4%	2%	-6%
CC(C)Oc1ccc(C2C(C#N)=C(N)Oc3c2c(=O)oc2ccccc32)cc1 (stereo not given)	8%	3	5%[0.365 µM]	-8%	27%	4%	-1%	2%	4%	-11%	5%
Cc1cccc(OC(=O)N2CCOCC2)c1	11%	8	-11%	-7%	10%	2%	-10%	-15%	-1%	9%	2%
CC(N)Cc1c[nH]c2cc3c(cc12)OCCO3 (stereo not given)	12%	0	-6%	-5%	6%	-1%	-4%	1%	5%	-6%	-1%
C/C=C/C(=O)OCC(=O)Nc1ccc(OC)c(Cl)c1	3%	-6	-6%	-3%	6%	-1%	-2%	?	-7%	-2%	-1%
OCc1cnc[nH]1	0%	-19	-14%	4%[46.1 µM]	10%	8%	-9%&22%	-6%	0%&0%	-2%	4%[46.1 µM]
